Assay outcomes from PubChem BioAssay.
CHO-K1 Ca PAM = M1 PAM counterscreen hit in parental CHO-K1 cells; ATP EC20, Fluo-8 calcium fluorescence; 0% at ATP EC20, 100% at ATP max; activation, % at 3 µM; 360,000 compounds, 0.02% hits; AID 602247;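 active means activation above the run cutoff, the mean activation of all test compounds plus 3 SD, cut at about 40% in these data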;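 further: peak over basal fluorescence ratio in a 140 s read after ATP addition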
CHRM1 PAM = positive allosteric modulators of human M1 muscarinic receptor | P11229 | CHO-K1 hM1, Fluo-8 calcium fluorescence, ACh EC20; 0% = ACh EC20, 100% = maximal ACh | activation, % at 3 µM | 360,000 compounds, 0.088% hits | AID 588819; in the data active means activation above about 19%, passing the limit was not always enough
Target sequence (P11229 whole entry, looked up): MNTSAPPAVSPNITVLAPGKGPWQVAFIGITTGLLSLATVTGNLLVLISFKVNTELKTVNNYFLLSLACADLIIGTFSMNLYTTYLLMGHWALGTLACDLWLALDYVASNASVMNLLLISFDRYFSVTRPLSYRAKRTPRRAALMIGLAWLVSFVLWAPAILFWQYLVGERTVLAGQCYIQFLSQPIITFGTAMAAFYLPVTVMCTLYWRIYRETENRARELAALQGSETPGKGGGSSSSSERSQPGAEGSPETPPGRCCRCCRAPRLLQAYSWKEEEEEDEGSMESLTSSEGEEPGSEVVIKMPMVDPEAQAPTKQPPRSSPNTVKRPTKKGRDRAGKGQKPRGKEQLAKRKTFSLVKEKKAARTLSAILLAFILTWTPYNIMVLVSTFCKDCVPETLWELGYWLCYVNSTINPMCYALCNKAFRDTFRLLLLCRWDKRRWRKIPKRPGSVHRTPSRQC
CHRM1 agonist = agonists of human M1 muscarinic receptor; P11229; CHO-K1 hM1, Fluo-8 calcium fluorescence, agonist mode; 0% DMSO, 100% acetylcholine EC100; activation, % at 3 µM; 360,000 compounds, 0.33% hits; AID 588814;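 active means activation above the run's mean compound activation plus 3 SD, cut at about 16% in these data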;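 further: peak over basal fluorescence ratio within a 140 s kinetic read after compound addition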
TAAR1 ag = human TAAR1 agonism | Q96RJ0 | CHO RD-HGA16 TAAR1, Fluo-8 calcium fluorescence; vehicle wells 0%, saturating PEA agonist 100% | activation, % at 3 µM | 360,000 compounds, 0.99% hits;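 active means activation above the mean activation of all test compounds in the run plus 3 SD, cut at about 38% in these data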
Target sequence (Q96RJ0 whole entry, looked up): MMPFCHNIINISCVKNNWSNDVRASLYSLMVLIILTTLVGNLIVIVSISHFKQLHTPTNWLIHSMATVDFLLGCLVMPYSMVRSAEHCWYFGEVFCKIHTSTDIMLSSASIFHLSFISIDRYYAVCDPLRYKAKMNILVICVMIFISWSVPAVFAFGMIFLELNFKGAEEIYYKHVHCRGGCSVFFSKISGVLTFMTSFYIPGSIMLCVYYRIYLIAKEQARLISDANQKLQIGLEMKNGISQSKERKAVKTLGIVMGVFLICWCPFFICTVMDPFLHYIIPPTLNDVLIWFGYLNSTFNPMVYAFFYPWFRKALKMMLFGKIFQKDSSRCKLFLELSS
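Test system: RD-HGA16 (CHO) cells co-expressing Gα16 and hTAAR1 | Doses: Single dose, 3 µM | Schedule: 17-24 h seeding, 75 min 37 °C dye, 30 min RT | Evaluation: % activation from peak over basal fluorescence ratio, DMSO-to-PEA scaled | Technique: Kinetic Fluo-8 calcium fluorescence | Benchmarks: Low control DMSO, high control PEA (EC100)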
CHO parental Ca = counter-screen: ATP calcium response change in parental CHO cells; parental CHO-K1, ATP-induced calcium, Fluo-8 fluorescence; inhibition, % at 5.6 µM; 330,000 compounds, 0.63% hits; AID 463079;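 active means inhibition above that plate's mean sample inhibition plus 3 SD, cut at about 26% in these data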;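 further: 0% = ATP-challenged DMSO wells and 100% = DMSO wells without ATP; some compounds past the cut are filed as inactive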
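Assay system: parental CHO cells; Read-out basis: percent inhibition of ATP-evoked calcium rise, normalized to controls; Benchmarks: ATP and no-ATP DMSO wells; Compound dosing: single nominal dose of 5.6 µM per compound; Signal: Fluo-8 calcium dye fluorescence; Also added: ATP as calcium-mobilizing challenge; Repeats: singlicate.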
M1 ag parental = counter-screen for M1 agonists: effect in parental CHO-K1 cells. Fluo-8 calcium fluorescence; scaled to maximal ATP response, vehicle zero. activation, % at 3 µM. AID 602248. 360,000 compounds, 0.48% hits; in the data active means activation above about 15%;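 further: untransfected CHO-K1 host cells lacking M1 receptor as counterscreen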
CHRM1 antagonist = human CHRM1 antagonism. CHO-K1 hM1, Fluo-8 calcium fluorescence, ACh EC80 antagonist. 360,000 compounds, 1.3% hits. AID 588852. inhibition, % at 3 µM;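 active means percent inhibition above its own plate's cutoff, namely the mean of that plate's compound wells plus 3 SD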;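 further: peak over basal fluorescence ratio during 140 s after agonist addition; 0% = ACh EC80 plus DMSO and 100% = DMSO alone without agonist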
CHO-K1 Ca antag = nonselective inhibitor or artifact in parental CHO-K1 cells; ATP-induced calcium, Fluo-8 fluorescence; inhibition, % at 3 µM; 360,000 compounds, 0.6% hits; AID 602250;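 active means inhibition above a per-plate cutoff, the plate's mean sample inhibition plus 3 SD, cut at about 24% in these data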;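 further: 0% = DMSO plus EC80 ATP and 100% = DMSO alone without ATP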
TAAR1 antag = human TAAR1 antagonism; 360,000 compounds, 1.5% hits; inhibition, % at 3 µM; CHO RD-HGA16 TAAR1, Fluo-8 calcium fluorescence, antagonist; AID 624466;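 active means inhibition above a per-plate cutoff, the mean inhibition of test compounds on that plate plus 3 SD, cut at about 49% in these data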;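 further: 0% = DMSO plus EC80 beta-PEA response and 100% = DMSO alone without agonist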
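Test system: hTAAR1-expressing CHO RD-HGA16 cells, Gα16-coupled; Probe or stimulus: EC80 β-phenethylamine stimulus; Compound dosing: single nominal final test compound concentration of 3 µM; Timing: 140 s kinetic read after compound, 140 s after agonist; Signal: Fluo-8 calcium-sensitive fluorescence; Measure: % inhibition of agonist calcium response; Controls: DMSO and EC80 PEA controls.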
* hit, by the source's call; / = not tested or not shown. Not a hit list; any-hit rate near 4.4%.

[1] CC(=O)C1=C(C)N(Cc2ccco2)C(=O)C1(NC(=O)C1CCCCC1)C(F)(F)F (stereo not given)
[2] Cc1ccc2nc(Nc3ccc(C)c(Cl)c3)c3nncn3c2c1
[3] COCCn1c(=N)c(C(=O)NCc2ccco2)cc2c(=O)n3ccccc3nc21
[4] O=C1NCCN1CCNc1nc(NCc2ccccc2)nc2ccsc12
[5] COc1ccc(-n2cc(C(=O)O)c3ccccc3c2=O)cc1
[6] Cc1nc2nc[nH]n2c(=O)c1NS(=O)(=O)c1ccc([N+](=O)[O-])cc1
[7] COc1ccc2c(Cl)c(C(=O)NCCCn3ccnc3)sc2c1
[8] CCCCc1c(O)nc2sc3cc(OC)ccc3n2c1=O

screen / no.	1	2	3	4	5	6	7	8
CHO-K1 Ca PAM	24	9	9	-13	-3	16	3	-4
CHRM1 PAM	6	4	5	-33	-1	15	3	6
CHRM1 agonist	-2	-1	-6	47*	-3	-8	-7	-1
TAAR1 ag	5	5	6	89*	9	5	4	4
CHO parental Ca	-3	-9	-16	/	0	-9	-10	9
M1 ag parental	-0.1	0.5	0.2	32*	0.0	1.1	2.3	0.3
CHRM1 antagonist	-4	-4	-7	70*	4	-12	-4	-32
CHO-K1 Ca antag	-9	-9	-3	27*	4	0	-3	4
TAAR1 antag	-2	-22	5	100*	0	6	12	-7

[9] c1ccc(OCCCCN2CCCCC2)cc1
[10] O=C(NC(=S)Nc1ncccn1)c1ccc(F)cc1
[11] COc1ccc(Cn2nnc3c(=O)[nH]c(C4CCCN(C(=O)c5ccccc5)C4)nc32)cc1 (stereo not given)
[12] CC(C)(C)C(=O)c1c(N)[nH]c(C(=O)c2ccccc2)c1-c1ccc(Br)cc1
[13] CCCc1cc(=S)n2c([nH]c3ccccc32)c1C#N
[14] CCCCOC(=O)Nc1ccc(N2CCOCC2)cc1
[15] COc1cc(OC)cc(-c2nnc(SCC(=O)Nc3cccc(C(=O)O)c3)s2)c1
[16] Cc1cc([N+](=O)[O-])nn1CC(=O)NC(C)c1ccccc1 (stereo not given)

screen / no.	9	10	11	12	13	14	15	16
CHO-K1 Ca PAM	11	4	14	4	-6	0	10	11
CHRM1 PAM	1	4	7	/	2	2	0	6
CHRM1 agonist	-5	-2	0	/	-1	-4	-3	-8
TAAR1 ag	1	4	1	1	3	7	8	4
CHO parental Ca	/	-11	-17	/	-10	-3	0	-16
M1 ag parental	3.0	1.0	0.0	-0.3	1.2	0.4	-0.3	0.8
CHRM1 antagonist	0	-4	-3	/	-6	-3	6	-17
CHO-K1 Ca antag	0	-17	-9	-4	-1	-2	-2	-12
TAAR1 antag	-20	-13	-18	-16	-32	-2	2	-14

[17] Cc1ccccc1CC(=O)NC1CCN(Cc2ccccc2)CC1
[18] Cc1c(-c2ccccc2)nc(N)c(C#N)c1-c1ccco1
[19] CCOc1ccc(CCNC(=O)C2CCCN(C(=O)N(C)C)C2)cc1OCC (stereo not given)
[20] CSCC[C@H](NC(=O)Nc1ccc(C)cc1C)C(=O)O
[21] Oc1ccc(-c2[nH]ncc2-c2cccc3cccnc23)c(O)c1
[22] CSc1ncccc1C(=O)Nc1ncc(C)s1
[23] COc1ccc(OC)c2c1C(=O)C(Cl)=C(Cl)C2=O
[24] COc1cc(OC)c2cc[nH]c2c1

screen / no.	17	18	19	20	21	22	23	24
CHO-K1 Ca PAM	13	18	12	13	29	1	17	24
CHRM1 PAM	3	-3	3	8	8	1	15	4
CHRM1 agonist	-9	-3	-4	-2	-1	-4	4	-5
TAAR1 ag	4	4	2	0	1	-1	12	8
CHO parental Ca	-9	-10	-9	-7	-6	-2	75*	-12
M1 ag parental	1.6	1.0	0.3	0.3	3.1	-0.5	1.4	0.8
CHRM1 antagonist	-8	3	-4	-6	-23	0	11	-3
CHO-K1 Ca antag	-24	-4	3	-1	-23	-7	3	-4
TAAR1 antag	2	2	0	-17	-10	12	71*	-15

[25] c1ccc(Cn2nnnc2-c2ccco2)cc1
[26] CCn1c(SCC(=O)Nc2ccc(OCc3ccccc3)cc2)nnc1-c1ccco1
[27] O=C(CSc1ccccc1)Nc1cccnc1
[28] O=C1C=C(Nc2ccc(Cl)cc2)CC(c2ccco2)C1 (stereo not given)
[29] COCCCNC(=O)CCCCCNS(=O)(=O)c1ccc(Br)cc1
[30] O=C(CSc1nc2c(cnn2-c2ccc(F)cc2)c(=O)[nH]1)N1CCOCC1
[31] CC1CCN(c2ccc3nnc(CCC(=O)N4CCN(c5ccc(F)cc5)CC4)n3n2)CC1
[32] O=S(=O)(c1ccccc1)N1CCN(Cc2cc3c(cc2Br)OCCO3)CC1

screen / no.	25	26	27	28	29	30	31	32
CHO-K1 Ca PAM	18	-6	10	-2	28	1	17	-13
CHRM1 PAM	7	0	7	0	5	1	-18	-2
CHRM1 agonist	-4	-2	-3	-4	-4	0	-6	-4
TAAR1 ag	2	4	18	9	1	10	2	-1
CHO parental Ca	-6	10	-3	-20	-12	-14	-26	-11
M1 ag parental	0.8	0.2	0.0	0.3	0.7	1.3	0.1	0.0
CHRM1 antagonist	3	1	-31	4	-4	8	31	0
CHO-K1 Ca antag	-8	5	-11	8	-21	9	-18	-10
TAAR1 antag	-4	9	1	5	4	-4	-23	-5

[33] N/C(=N\O)c1cn(Cc2ccccc2Cl)c2ccccc12
[34] O=Cc1c[nH]c2ccc(OCc3ccccc3)cc12
[35] O=C(OCCN=C1NS(=O)(=O)c2ccccc21)c1cccnc1
[36] COc1cc(CNC(=O)Nc2nc(C(N)Cc3ccc(Cl)cc3)cs2)cc(OC)c1OC (stereo not given)
[37] O=C(NCCN1CCNCC1)c1ccccn1
[38] Cc1ccc(NC(=O)COC(=O)C2=COCCO2)cc1
[39] CSc1nc2cc(C)nn2c(-c2ccccc2)c1C#N
[40] CN(C)c1ccc(/C=C(/C(=O)c2ccc(Cl)cc2Cl)n2cncn2)cc1

screen / no.	33	34	35	36	37	38	39	40
CHO-K1 Ca PAM	12	-26	-2	6	13	-7	26	12
CHRM1 PAM	3	-15	-1	-3	8	4	6	-2
CHRM1 agonist	-6	-2	-2	-7	-4	1	-3	15
TAAR1 ag	17	2	13	11	2	3	2	26
CHO parental Ca	-7	0	-5	/	0	-6	4	-1
M1 ag parental	1.5	0.1	0.2	0.3	0.3	0.1	1.9	18*
CHRM1 antagonist	-7	22	-3	1	-6	2	-6	8
CHO-K1 Ca antag	-4	2	2	-1	-8	-6	-12	8
TAAR1 antag	-8	-7	9	22	-16	-3	-11	20

[41] CCCCCCCc1c(O)nc(SCCN2CCOCC2)[nH]c1=O
[42] COc1ccc(CCNc2ncnc3nc[nH]c23)cc1OC
[43] COc1ccccc1CNS(=O)(=O)c1ccc2[nH]cc(C(=O)O)c(=O)c2c1
[44] COc1ccc(CN2CCCC(C(=O)Nc3cccc(-n4cccn4)c3)C2)cc1 (stereo not given)
[45] Cc1ccc(C)c(N(CC(=O)NC2CCCC2)C(=O)c2cc3cc4cccc(C)c4nc3s2)c1
[46] O=C(O)c1c2c(nc3ccc(S(=O)(=O)N4CCC(C(=O)NCc5ccccc5Cl)CC4)cc13)CCCC2
[47] CC1(C(=O)NS(=O)(=O)c2cccc(C#N)c2)CCN1C(=O)c1ccccc1CCc1ccccc1 (stereo not given)
[48] CSc1nc2c(c(=O)[nH]c(=O)n2C)n1Cc1ccccc1

screen / no.	41	42	43	44	45	46	47	48
CHO-K1 Ca PAM	-17	-1	20	-10	6	-7	8	1
CHRM1 PAM	-4	-10	5	-15	2	0	2	2
CHRM1 agonist	1	4	-4	-3	-4	-3	-4	0
TAAR1 ag	3	10	/	8	11	0	0	4
CHO parental Ca	-1	-10	2	-30	-15	0	/	-11
M1 ag parental	0.0	5.4	0.1	1.5	1.7	0.5	0.4	3.6
CHRM1 antagonist	21	5	-8	16	2	-2	-8	3
CHO-K1 Ca antag	7	11	-8	-9	-15	-17	-5	1
TAAR1 antag	-22	42	/	-2	-12	-14	-26	-13

[49] CCCCn1c(-c2nonc2N)nc2ccccc21
[50] CC1CCCN(C2(O)C(=O)Nc3c(C(F)(F)F)cccc32)C1 (stereo not given)
[51] FC(F)(F)c1nnc(-c2ccccc2)nc1Oc1ccccc1
[52] C[C@H](CO)N1C[C@H](C)[C@H](CN(C)C(=O)Nc2ccc(-c3cccs3)cc2)OCc2cnnn2CCCC1=O

screen / no.	49	50	51	52
CHO-K1 Ca PAM	21	-24	1	-5
CHRM1 PAM	10	1	5	-2
CHRM1 agonist	-3	2	-1	-5
TAAR1 ag	2	0	11	-1
CHO parental Ca	-22	0	5	/
M1 ag parental	0.2	0.7	-0.1	-0.1
CHRM1 antagonist	-10	0	-6	-3
CHO-K1 Ca antag	-12	-1	1	-8
TAAR1 antag	2	-4	-4	7
